# CXCR6 block: inhibitors of human CXCR6 receptor; O00574; AID 602244; actives 0.36% (n = 360,000); CHO-K1 PathHunter CXCR6 beta-arrestin, luminescence; inhibition, % at 20 µM; in the data active = inhibition above about 34%, passing the limit was not always enough;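 note: antagonist mode with CXCL16 agonist at 10 nM final; 0% = 10 nM CXCL16 with DMSO and 100% = unstimulated wells without agonist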
# Target sequence (O00574 whole entry, looked up): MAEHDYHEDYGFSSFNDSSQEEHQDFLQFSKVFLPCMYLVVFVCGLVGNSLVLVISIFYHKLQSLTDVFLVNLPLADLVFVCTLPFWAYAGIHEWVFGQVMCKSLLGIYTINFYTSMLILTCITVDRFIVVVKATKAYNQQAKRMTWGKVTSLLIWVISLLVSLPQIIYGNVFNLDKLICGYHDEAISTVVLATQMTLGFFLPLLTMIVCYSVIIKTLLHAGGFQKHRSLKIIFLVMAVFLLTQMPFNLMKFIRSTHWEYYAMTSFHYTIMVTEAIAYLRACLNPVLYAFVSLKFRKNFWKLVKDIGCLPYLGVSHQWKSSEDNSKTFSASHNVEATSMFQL
# APJ ag: APJ receptor agonism. AID 2520. CHO-K1 APJ PathHunter beta-arrestin, luminescence; 0% DMSO wells, 100% apelin. activation, % at 20 µM. actives 0.11% (n = 330,000). P35414;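 active = activation more than six SD over the plate average, tested at 20 µM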;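 note: 0% = DMSO alone and 100% = apelin-13 at 10 nM; some results filed as inactive read as strong as hits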
# Target sequence (P35414 whole entry, looked up): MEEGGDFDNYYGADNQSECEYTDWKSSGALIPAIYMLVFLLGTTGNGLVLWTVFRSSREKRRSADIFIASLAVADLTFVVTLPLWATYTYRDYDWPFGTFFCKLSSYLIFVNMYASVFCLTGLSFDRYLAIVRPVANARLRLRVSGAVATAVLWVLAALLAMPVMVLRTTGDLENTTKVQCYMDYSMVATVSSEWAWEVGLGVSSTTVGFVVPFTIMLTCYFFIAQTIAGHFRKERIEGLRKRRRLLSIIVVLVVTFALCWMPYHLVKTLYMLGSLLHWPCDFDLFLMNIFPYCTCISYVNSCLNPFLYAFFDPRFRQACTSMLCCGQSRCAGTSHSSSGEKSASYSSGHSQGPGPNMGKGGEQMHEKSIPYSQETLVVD
#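 Assay system: engineered CHO-K1 APJ arrestin reporter cells; Amount: 1000 CHO-K1 reporter cells seeded per well; Dosing: one dose, 20 µM compound, 1% DMSO; Times: compound stimulation 90 min at 25 °C, detection 60 min; Measured by: luminescent beta-gal fragment complementation, chemiluminescent substrate; Read-out: APJ–arrestin association signal; Controls: DMSO vs Apelin-13 10 nM.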
# CHOP UPR activ: activators of apoptotic arm of unfolded protein response (CHOP) | CHO-CHOP luciferase reporter, UPR activation, luminescence; percent of tunicamycin response over DMSO baseline | activation, % at 10 µM | actives 0.34% (n = 330,000);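 active = at 10 µM dose, activation of 40% or more, normalized to positive control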;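 note: 100% = tunicamycin at 10 µg/mL and 0% = DMSO alone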
#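 Assay system: CHO-CHOP cells, stable luciferase reporter of PERK-eIF2a-CHOP signalling / Buffer or medium: F12 plus 10% serum / Compound dosing: one dose, 10 µM in 0.5% DMSO / Times: 6 h compound treatment, 37 °C / Technique: luciferase luminescence / Read-out: % reporter activation, DMSO baseline versus tunicamycin full activation / Benchmarks: tunicamycin and DMSO controls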
# UPR XBP1 act: adaptive UPR (XBP1) activation; CHO-XBP1 luciferase reporter, IRE1-XBP1 UPR activation, luminescence; percent of tunicamycin response, DMSO as zero; activation, % at 20 µM; actives 0.33% (n = 330,000); AID 463104;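 active = versus positive control, 20 µM dose yields 30% or more activation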;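 note: 100% = tunicamycin at 10 µg/mL and 0% = DMSO only wells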
#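 Material: CHO-XBP1 cells stably carrying IRE1-XBP1-driven luciferase reporter | Medium: F12 with 10% serum | Compound dosing: 20 µM single concentration, DMSO 1% | Incubation: Overnight seeding at 37 °C, 6 h compound treatment at 37 °C | Detection: Steady-Glo luminescence read | Read-out basis: % activation of reporter signal versus tunicamycin and DMSO controls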
# Mdm2 MdmX PPI: disrupts the human Mdm2-MdmX interaction; O15151+Q00987; SaOS-2 split-luciferase Mdm2/MdmX complementation, luminescence; inhibition, % at 8 µM; actives 3% (n = 330,000); AID 485346;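 active = inhibition of at least 50% at 8 µM in the primary screen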
# EBI2 antag: antagonists of human EBI2 receptor; inhibition, % at 5 µM; EBI2 beta-arrestin recruitment, luminescence, 7a,25-OHC stimulated; AID 651636; actives 0.81% (n = 360,000); P32249; in the data active = inhibition above about 38%;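 note: enzyme fragment complementation signal reports receptor beta-arrestin coupling in cells; 0% = agonist plus DMSO wells and 100% = wells without agonist; some results beyond the cut were filed as inactive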
# APJ antagonist: antagonists of human APJ apelin receptor; P35414; CHO-K1 APJ beta-arrestin complementation, luminescence; actives 0.32% (n = 330,000); AID 2521; inhibition, % at 20 µM;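 active = inhibition above about 40% at 20 µM, limit read from the data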;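 note: cells challenged with 10 nM apelin-13 agonist together with compound; plate controls were apelin-13 plus DMSO wells for no effect and DMSO wells lacking apelin-13 for full effect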
# tim23-1 inh: tim23-1 yeast growth inhibition; S. cerevisiae tim23-1 growth, BacTiter-Glo luminescence, 24 h; inhibition, % at 20 µM; actives 1.3% (n = 330,000); AID 463212;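 active = growth inhibition of the mutant yeast at or above 50%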;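 note: temperature-sensitive mutant grown at 25 °C; plate controls were DMSO-treated mutant yeast for no effect and medium wells lacking yeast for full effect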
# CCR6 antag: CCR6 (human) receptor antagonism; P51684; CHO-K1 CCR6 PathHunter beta-arrestin, luminescence, CCL20-stimulated; inhibition, % at 20 µM; actives 0.49% (n = 340,000);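 active = compounds whose inhibition of the agonist-driven luminescence signal at 20 µM reaches about 50%, limit read from the data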;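 note: cells stimulated with CCL20 at 14 nM final; plate controls were DMSO with CCL20 for no effect and DMSO without agonist for full effect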
# Target sequence (P51684 whole entry, looked up): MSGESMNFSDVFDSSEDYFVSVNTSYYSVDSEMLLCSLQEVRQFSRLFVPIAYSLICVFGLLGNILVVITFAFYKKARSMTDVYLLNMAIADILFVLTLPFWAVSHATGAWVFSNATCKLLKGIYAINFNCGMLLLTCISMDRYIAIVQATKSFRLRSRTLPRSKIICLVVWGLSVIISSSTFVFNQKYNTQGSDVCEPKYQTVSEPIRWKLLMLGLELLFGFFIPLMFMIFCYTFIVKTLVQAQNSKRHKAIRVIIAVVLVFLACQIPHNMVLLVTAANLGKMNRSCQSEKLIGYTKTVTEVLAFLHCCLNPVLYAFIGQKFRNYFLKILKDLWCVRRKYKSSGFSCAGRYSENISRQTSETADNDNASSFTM
# * marks the source's active call; other numbers are inactive results; / = not tested or not shown. A portion of the library; the hit share may differ from the screen's.
Compound	CXCR6 block	APJ ag	CHOP UPR activ	UPR XBP1 act	Mdm2 MdmX PPI	EBI2 antag	APJ antagonist	tim23-1 inh	CCR6 antag
O=C(Nc1cccnc1)c1ccc(C(=O)Nc2cccnc2)cc1	3	1	-2.4	0	38	-10	-8	15	10
Cc1onc(-c2ccccc2Cl)c1C(=O)NCCN1Cc2ccccc2C1=O	5	3	-1.6	-3	7	-4	15	3	6
CCOc1ccc(OCC)c(Nc2cc(C)nc3nc(C)nn23)c1	3	-2	0.3	1	0	-6	18	25	1
O=C(CN1CCCC1)NCC1(c2ccccc2)CCOCC1	-2	-5	1.8	2	-3	-3	17	-7	5
COC(=O)c1cc(S(=O)(=O)C(C)C)c(S(C)=O)s1 (stereo unspecified)	0	-5	2.2	-6	51*	-38	8	8	0
Cc1ccc(-c2nnn(CC(=O)N(CCO)C(C(=O)NC(C)(C)C)c3ccncc3)n2)cc1 (stereo unspecified)	14	-5	1.2	0	-1	-13	0	23	-7
S=c1[nH]nc(-c2ccco2)n1/N=C/C(Cl)=C/c1ccccc1	10	-3	8.0	10	62*	-13	23	40	21
C=CCn1c(SCC(=O)Nc2ncc(Cc3cc(Cl)ccc3Cl)s2)nnc1-c1ccncc1	-7	0	-4.4	6	4	15	-19	7	-13
CNC(=O)COc1coc(CN2CCN(Cc3ccccc3)CC2)cc1=O	-1	0	1.9	-2	8	-2	-4	3	2
Nc1cc(=O)[nH]c(SCc2cccc3ccccc23)n1	-3	-4	3.8	-1	31	3	12	29	-9
Cc1cccc(NC(=O)CSc2nnc(CSc3nc(C)cc(C)n3)o2)c1	0	-4	-0.4	-3	9	-4	-3	11	1
CCc1c(C(=O)c2ccc(Cl)cc2)oc2c(C)c3oc(=O)cc(C)c3cc12	/	-4	1.5	8	59*	/	0	-28	-5
CN(C(=O)/C=C/c1ccc(F)cc1)C1CCCCC1	9	-7	6.5	-2	-98	26	4	23	12
COc1ccc(CN(Cc2nc3ccccc3c(=O)[nH]2)C(=O)C(C)(C)C)cc1	4	-2	2.2	-3	-2	-5	3	12	5
CCCCNc1nc2ccccc2nc1NS(=O)(=O)c1cccs1	-2	2	-2.4	-5	3	-5	-12	22	6
Cc1cc(C)c(C#N)c(SCS(=O)Cc2ccccc2)n1 (stereo unspecified)	-1	-3	0.0	-2	28	10	9	36	14
CC(=O)c1cccc(N2C(=NC(=O)COc3ccccc3)SC3CS(=O)(=O)CC32)c1 (stereo unspecified)	-5	2	1.6	-2	-6	-6	-2	0	5
CN1CCN(NC(=O)c2c(-c3ccccc3)sc3ccccc23)CC1	4	0	0.7	-1	-42	-3	17	4	1
COc1ccccc1NC(=O)COC(=O)C12CC3CC(CC(Cl)(C3)C1)C2	-14	-2	-0.6	0	1	1	-7	32	1
Cn1c(N)c(C(=O)COC(=O)c2ccccc2NCc2ccco2)c(=O)n(C)c1=O	0	-2	-0.1	-2	26	9	-2	-7	1
COc1ccc(CCNC(=O)CSc2n[nH]c(C)c2[N+](=O)[O-])cc1OC	6	0	-0.7	-1	0	15	11	3	8
O=C(N/N=C/c1ccncc1)c1cc2c(ccc3ccccc32)o1	-7	3	-0.5	-3	14	-3	-38	7	15
COc1ccc(-c2cn3c(C)c(C(=O)NC(C)(C)C)sc3n2)cc1	-2	-1	9.1	8	-37	12	18	12	-1
COC(=O)c1cc(-c2cccs2)nc2ccccc12	6	-3	0.7	0	12	-17	-2	21	30
CCCCCCCOc1ccc(-c2ccc(C#N)cn2)cc1	-11	0	0.9	-3	5	-9	-13	12	8
Cn1c(SCC(=O)Nc2nccs2)nnc1-c1cccnc1	-3	0	-1.7	-2	-11	4	5	6	5
CC(C)NC(=O)c1onc(CSc2ccccn2)c1C(=O)NC(C)C	-3	-3	-0.9	-3	21	3	12	6	6
C=CCc1c(C)nc(-c2ccccc2)nc1Nc1ccc(O)cc1	1	-3	0.5	-1	30	-39	-9	50	15
Cc1cccc(C)c1NC(=O)c1cnn(-c2ccccc2)c1C	6	-5	-0.3	2	26	-6	-2	-8	16
CC(=O)c1c(C)nc2ccc(C)cc2c1-c1ccccc1	10	-2	1.5	3	41	7	-14	6	10
COc1ccc(S(=O)(=O)Nc2ccccc2C(=O)N2CCOCC2)cc1Cl	0	2	-0.4	1	24	-3	13	16	7
Cc1ccc(C(=O)Nc2ccc3c(c2)OCCO3)cc1S(=O)(=O)N1CCOCC1	-10	-5	2.1	-1	3	4	2	6	3
Cc1noc(C)c1CSc1nnc(-c2ccncc2)n1-c1cccc(Cl)c1C	2	-5	0.0	0	24	-4	9	20	-1
Cc1noc(NS(=O)(=O)c2ccc(NC(=O)/C=C/c3ccc(Br)cc3)cc2)c1C	-4	-4	0.4	-3	30	-3	1	13	10
CC1(C)ON(C2CCCCC2)[C@H]2c3nc4ccccc4n3C[C@H]21	-14	-3	-1.1	2	-7	-3	3	21	-4
Cc1nc([N+](=O)[O-])c(C(=O)OCc2ccccc2C#N)n1C	-4	-2	-1.2	1	-4	-9	-4	13	1
COc1ccc(CCNC(=O)Cn2nc(C(=O)O)c3ccccc3c2=O)cc1OC	-1	-4	0.1	0	15	2	14	12	-2
CCCCCCCCC/C(=N\O)c1ccccn1	-1	1	5.1	2	-13	4	2	65*	31
Cc1cccc(/C=N/NC(=O)c2cc(C)nc3ccccc23)n1	5	1	-2.7	-3	15	-7	-11	5	7
COc1ccccc1CNC(=O)C1CCC(CNS(=O)(=O)c2cccs2)CC1 (stereo unspecified)	-3	1	1.6	-6	-2	5	19	-1	9
CN(C)c1nc(OCCNC(=O)Nc2ccccc2)nc(N(C)C)n1	-9	2	-3.0	-2	-5	5	0	10	2
Cc1cccc(C(C)C)c1-n1nnnc1-c1ccccc1	6	-3	-1.6	-1	3	28	33	23	22
COc1cc(/C=C/C(=O)c2ccc(O)cc2)ccc1OCC#N	8	-1	1.5	-4	87*	-22	18	21	15
O=C(Nc1ccc(C(=O)NCc2ccccc2)cc1)C1=CSCCO1	1	-2	4.9	-3	11	2	3	26	-6
COc1ccccc1N1CCN(C(c2ccccc2)c2nnnn2CCc2ccccc2)CC1 (stereo unspecified)	3	-9	5.2	-2	40	20	10	32	18
CCNC(=O)/N=C1/NC(=O)C(C(C)C)O1 (stereo unspecified)	-3	-10	-1.3	-1	1	-8	-18	4	-4
O=C(N/N=C/c1ccccn1)c1cccc(NC(=O)c2ccccc2Cl)c1	-4	1	2.2	4	-3	-12	4	20	-1
COc1ccc(C)cc1NC(=O)c1ccccc1NS(=O)(=O)c1ccc(Cl)s1	8	2	0.5	1	89*	8	-6	44	-1
O=C(CCC(=O)NC1CCCCCC1)Nc1nnc(C(F)(F)F)s1	1	-3	-0.4	-2	-2	-12	-13	5	-14
C#CCOCCOCCOCCNc1nc(N2CCN(C(=O)[C@H](CCCCN)n3cc([C@@H](N)CC(C)C)nn3)CC2)nc(N2CCN(C(=O)[C@H](Cc3cc4ccccc4[nH]3)n3cc([C@@H](N)Cc4ccc(O)cc4)nn3)CC2)n1	7	-3	-2.0	0	3	4	5	-13	-4
CC(C)CC(=O)Nc1nc2ccc(S(=O)(=O)N3CCOCC3)cc2s1	1	-1	0.3	-2	48	2	3	15	10
O=C(Nc1ccc2nc(C3CC3)n(Cc3ccc(F)cc3)c(=O)c2c1)c1ccco1	-2	3	4.0	-1	19	21	0	21	20
O=C(COC(=O)C12CC3CC(CC(C3)C1)C2)Nc1ccc2[nH]c(=O)[nH]c2c1	4	11	0.7	-2	-7	4	-1	8	2
COC(=O)c1sccc1NC(=O)CN(C)NS(=O)(=O)c1ccc(F)cc1	5	-2	1.7	1	-11	7	11	18	5
COC(=O)c1[nH]c2cc(OC)ccc2c1NC(=O)c1nonc1C	1	-2	0.5	0	15	2	18	-4	1
NS(=O)(=O)c1ccc(NCCCn2ccnc2)c([N+](=O)[O-])c1	0	-1	2.2	-2	0	-9	12	0	9

# Rewritten as labelled records: entries from further up.
> NS(=O)(=O)c1ccc(NCCCn2ccnc2)c([N+](=O)[O-])c1
  CXCR6 block = 0	APJ ag = -1	CHOP UPR activ = 2.2	UPR XBP1 act = -2	Mdm2 MdmX PPI = 0	EBI2 antag = -9	APJ antagonist = 12	tim23-1 inh = 0	CCR6 antag = 9

> CC(C)CC(=O)Nc1nc2ccc(S(=O)(=O)N3CCOCC3)cc2s1
  CXCR6 block = 1	APJ ag = -1	CHOP UPR activ = 0.3	UPR XBP1 act = -2	Mdm2 MdmX PPI = 48	EBI2 antag = 2	APJ antagonist = 3	tim23-1 inh = 15	CCR6 antag = 10

# Next part.
Compound	CXCR6 block	APJ ag	CHOP UPR activ	UPR XBP1 act	Mdm2 MdmX PPI	EBI2 antag	APJ antagonist	tim23-1 inh	CCR6 antag
NC(N)=NN=C1CCC(c2ccccc2)CC1 (stereo unspecified)	-2	-2	-0.7	-2	-6	4	-17	0	5
COc1ccc(C2CC(c3ccccc3)=NN2C(=O)CN2N=NC3C(=O)N(c4cccc(F)c4)C(=O)C32)cc1 (stereo unspecified)	2	-3	-0.6	-3	-15	0	8	20	-3
C=C1c2cc(CC)ccc2NC(=O)N1c1ccc(C)cc1	22	-7	2.5	-1	-8	4	33	22	27
O=C(NCc1ccncc1)c1ccc(Br)cc1	-14	-3	0.7	-1	8	-3	0	-3	11
NC(=O)CSc1oc(-c2ccco2)nc1S(=O)(=O)c1ccc(F)cc1	2	-2	1.6	-4	9	-6	7	-2	10
CC(Sc1cnc2ccccc2n1)C(=O)O (stereo unspecified)	-1	0	-0.7	0	-4	-2	-6	6	-9
Cc1ccccc1OCC(=O)Nc1cccc(S(=O)(=O)NC2=NCCCCC2)c1	-1	-5	2.2	-2	5	-11	-8	-3	5
CCOc1ccc(NC(=O)CN(C)C(=O)C2CC(=O)N(c3ccc4c(c3)OCCO4)C2)cc1OCC (stereo unspecified)	1	9	0.8	-1	12	-8	13	-19	2
CCCCCNC(=O)c1cc(S(=O)(=O)N2CCCCC2)ccc1F	-6	-3	-1.3	-1	5	1	3	15	3
COc1ccc(CCNC(=O)C2CCN(C(=O)c3ccc(Cl)cc3)CC2)cc1OC	2	-2	1.9	-2	4	9	14	11	5
Nc1nnn(Cc2ccccc2)n1	-7	-2	-0.9	-7	-2	-17	9	9	8
O=C(CCS(=O)(=O)c1cccs1)Nc1ccc(C(=O)NCc2ccc(F)cc2)cc1	-2	-3	2.2	3	7	-2	6	2	3
O=C(CSC1c2ccccc2C(=O)N1c1ccccc1)N1CCOCC1 (stereo unspecified)	-5	-2	-3.1	-2	9	-10	17	17	-21
O=C(CC1SCCNC1=O)Nc1ccccc1Cl (stereo unspecified)	-3	-3	-1.3	2	8	-6	3	11	-3

# Assay outcomes (PubChem BioAssay)
